# Screening results as filed in PubChem BioAssay.
# Tb hexokinase = Trypanosoma brucei hexokinase 1 inhibitors, primary screen, biochemical, G6PDH-coupled NADH absorbance, MLSCN library; recombinant TbHK1, G6PDH-coupled NADH A340; inhibition, % at 10 µM; 0.11% of 220,000 active; AID 1430, 2008;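 active = inhibition of 50% or more in the single-dose primary screen; inactive = inhibition below 50%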
# EP2 modulator = EP2 receptor modulators, cAMP readout, primary screen, cell-based, HTRF cAMP, PGE2 stimulation; Prostaglandin E2 receptor EP2 subtype (Homo sapiens), P43116; EP2-expressing cells, cAMP HTRF FRET, PGE2 co-stimulation; induction, % at 25 µM; 0.83% of 260,000 active; AID 940, 2007;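 active = compounds whose cAMP rise, as percent of the full-agonist control response, exceeds 60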;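 also: rat C6 glioma line stably carrying human EP2 under a CMV promoter; the protocol text gives 20 µM as final concentration; 100% = response of wells given 1 µM PGE2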
# eIF4E 4G PPI = eIF4E–eIF4G protein interaction inhibitors, primary screen, biochemical, uHTS, TR-FRET, eIF4GI fragment. Eukaryotic translation initiation factor 4E (Mus musculus) + Eukaryotic translation …. TR-FRET eIF4E-eIF4GI(517-606) binding, 2 h. inhibition, % at 21.7 µM. 0.37% of 220,000 active;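 active = inhibition above about 30%, limit read from the data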;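 also: 0% = full FRET control wells and 100% = background wells lacking eIF4GI fragment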
# Target sequence (P63073 whole entry, looked up, the tested form may be a part): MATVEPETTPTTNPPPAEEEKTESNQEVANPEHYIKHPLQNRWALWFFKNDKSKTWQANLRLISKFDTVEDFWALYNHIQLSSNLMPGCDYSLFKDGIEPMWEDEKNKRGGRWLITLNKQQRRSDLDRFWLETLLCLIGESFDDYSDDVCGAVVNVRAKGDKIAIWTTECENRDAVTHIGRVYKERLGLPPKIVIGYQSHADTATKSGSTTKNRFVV
# Target sequence (Q04637 whole entry, looked up, the tested form may be a part): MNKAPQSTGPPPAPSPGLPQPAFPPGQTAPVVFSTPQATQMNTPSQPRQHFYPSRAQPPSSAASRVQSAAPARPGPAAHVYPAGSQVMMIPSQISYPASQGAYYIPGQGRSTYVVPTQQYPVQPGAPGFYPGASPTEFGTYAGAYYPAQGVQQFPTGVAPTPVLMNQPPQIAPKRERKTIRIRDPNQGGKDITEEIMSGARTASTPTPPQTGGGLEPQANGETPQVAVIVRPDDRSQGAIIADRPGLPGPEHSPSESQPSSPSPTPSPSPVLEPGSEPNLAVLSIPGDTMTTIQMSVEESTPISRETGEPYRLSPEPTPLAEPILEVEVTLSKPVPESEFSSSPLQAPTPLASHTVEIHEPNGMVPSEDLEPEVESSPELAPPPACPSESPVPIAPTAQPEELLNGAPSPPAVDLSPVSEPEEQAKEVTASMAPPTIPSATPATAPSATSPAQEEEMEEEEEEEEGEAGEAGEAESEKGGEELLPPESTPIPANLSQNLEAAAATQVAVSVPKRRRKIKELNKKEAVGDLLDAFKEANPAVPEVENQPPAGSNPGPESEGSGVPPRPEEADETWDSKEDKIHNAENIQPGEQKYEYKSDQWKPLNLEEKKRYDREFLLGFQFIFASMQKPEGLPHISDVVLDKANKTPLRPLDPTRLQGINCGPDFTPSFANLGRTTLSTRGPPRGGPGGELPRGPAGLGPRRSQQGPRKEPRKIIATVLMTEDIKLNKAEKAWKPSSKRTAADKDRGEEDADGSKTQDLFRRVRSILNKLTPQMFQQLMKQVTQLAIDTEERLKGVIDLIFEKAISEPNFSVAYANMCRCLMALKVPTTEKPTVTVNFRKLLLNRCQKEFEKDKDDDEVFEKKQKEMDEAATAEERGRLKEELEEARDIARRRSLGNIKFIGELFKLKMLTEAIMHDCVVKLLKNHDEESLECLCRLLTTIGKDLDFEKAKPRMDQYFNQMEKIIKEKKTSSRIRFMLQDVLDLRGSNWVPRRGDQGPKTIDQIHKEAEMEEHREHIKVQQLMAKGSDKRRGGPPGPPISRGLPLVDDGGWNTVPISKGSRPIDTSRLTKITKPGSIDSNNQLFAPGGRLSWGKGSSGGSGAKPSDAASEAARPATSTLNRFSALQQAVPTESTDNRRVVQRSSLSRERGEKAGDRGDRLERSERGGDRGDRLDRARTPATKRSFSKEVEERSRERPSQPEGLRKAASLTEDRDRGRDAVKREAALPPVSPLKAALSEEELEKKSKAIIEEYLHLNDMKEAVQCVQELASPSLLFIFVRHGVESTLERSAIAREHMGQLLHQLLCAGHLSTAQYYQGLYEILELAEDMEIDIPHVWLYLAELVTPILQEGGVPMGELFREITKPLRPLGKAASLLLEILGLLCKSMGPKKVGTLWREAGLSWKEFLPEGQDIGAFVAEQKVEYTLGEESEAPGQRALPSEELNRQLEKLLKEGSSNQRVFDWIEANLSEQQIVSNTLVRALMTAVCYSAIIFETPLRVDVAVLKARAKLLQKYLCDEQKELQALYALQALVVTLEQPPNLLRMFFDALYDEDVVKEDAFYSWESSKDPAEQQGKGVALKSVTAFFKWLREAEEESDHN
# Rad51 HR inh = human RAD51 strand exchange inhibitors, primary screen, biochemical, fluorescence. AID 1385, 2008. inhibition, % at 10 µM. DNA repair protein RAD51 homolog 1 (Homo sapiens), Q06609. hRad51 DNA strand exchange, fluorescence dequenching. 0.085% of 200,000 active;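 active = inhibition above 40% at the single screening dose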;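 also: 0% = DMSO control wells and 100% = blanks with heterologous ssDNA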
#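 Test system: preformed human Rad51 ssDNA filaments; also added: Donor/quencher-labelled 47-bp dsDNA substrate; doses: 10 µM final, single point; times: 37 °C 15-min filament assembly, 30-min compound preincubation, 15-min exchange; detection: FRET fluorescence dequenching, excitation 485 nm, emission 520 nm; read-out basis: Fluorescence-based percent inhibition, control- and blank-normalised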
# zVAD death inh = inhibitors of zVAD-triggered necroptosis, primary screen, L929 cells. AID 1377, 2008. 0.38% of 220,000 active. viability rescue, % at 10 µM. L929 zVAD necroptosis rescue, ATP luminescence, 24 h; with zVAD 60 µM;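 active = activation, scaled between plate controls, above about 75%, limit read from the data; inactive = activation under that limit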;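 also: 0% = zVAD with DMSO and 100% = DMSO alone without zVAD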
# m-calpain inh = inhibitors of pig calpain II, primary screen, biochemical, fluorogenic peptide substrate, 1536-well | inhibition, % at 16 µM | purified calpain II, 30 min | 0.37% of 220,000 active;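 active = inhibition above about 50%, limit read from the data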
# Hck-Nef inh = inhibitors of Nef-activated human Hck kinase, primary screen, biochemical, Z-Lyte FRET, 384-well, Hck-YEEI; Tyrosine-protein kinase HCK (Homo sapiens), P08631; Recombinant Hck-YEEI plus Nef, Z-Lyte FRET kinase assay; inhibition, % at 20 µM; 0.68% of 220,000 active;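 active = Hck-Nef kinase inhibition above about 50%, limit read from the data; inactive = inhibition below that limit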;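 also: 0% = DMSO with Hck plus Nef and 100% = Hck alone without Nef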
# 14-3-3 Bad PPI = inhibitors of 14-3-3 zeta/Bad binding, primary screen, biochemical, TR-FRET, bovine 14-3-3 zeta. TR-FRET 14-3-3zeta/Dy647-pBad peptide displacement, 1 h. inhibition, % at 21.7 µM. 0.71% of 220,000 active. 14-3-3 protein zeta/delta (Bos taurus), P63103;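 active = inhibition above about 70%, limit read from the data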;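 also: 0% = full 14-3-3 plus peptide FRET controls and 100% = background without 14-3-3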
# EP2 antag = human EP2 receptor antagonists, primary screen, TR-FRET cAMP, C6 glioma cells; inhibition, % at 25 µM; AID 1422, 2008; Prostaglandin E2 receptor EP2 subtype (Homo sapiens), P43116; 0.52% of 260,000 active; C6 glioma cells expressing human EP2; cells stimulated with saturating PGE2;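 active = percent inhibition above 40 after rounding to a whole number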;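 also: rat C6 glioma host cells with rolipram phosphodiesterase inhibitor present; the protocol text gives 20 µM as final concentration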
# Starred values were filed as active, the others as inactive; i = inactive; nt = not tested or not shown; & = joins results of further samples; [ ] = another dose, or the depositor's remark.
SMILES,Tb hexokinase,EP2 modulator,eIF4E 4G PPI,Rad51 HR inh,zVAD death inh,m-calpain inh,Hck-Nef inh,14-3-3 Bad PPI,EP2 antag
O=C(NCc1cccnc1)c1nc(-c2cccs2)no1,-1,-15,2,7,0.9,-11,-12,-4,8
CC(C)NCC(O)Cn1c2c(c3ccccc31)CCc1c-2cnn1-c1ccccc1 (stereo not given),-15,-30,0[fluorescence artefact?],25,-0.2,-492,1,1[fluorescence artefact?],21
COc1ccc(C(=O)NCc2ccccc2OC)c(OC)c1,4,2,6,-6,2.0,-13,2,3,0
CCCCC(=O)Nc1cccc(-c2cn3ccccc3n2)c1,-9,-13,4,3,1.6,-37,0,5,10
Cc1cc(NC(=O)c2cc(-c3ccco3)on2)nn1Cc1ccc(Cl)cc1,9,-17,-2,nt,1.8,-21,1,-3,nt
O=C(CSCCc1ccccn1)Nc1cccnc1Cl,-8,11,-2[fluorescence artefact?],-2,0.6,-10,-1,-6[fluorescence artefact?],6
CC(C)CC(=O)NC(=S)Nc1nc(-c2ccc(Cl)cc2)cs1,-12,14,7,-2,-0.2,11,-2,3,5
CCCC(=O)Nc1nc(C)c(C(C)=O)s1,-9,38,6,-1,0.2,-5,14,3,19
CC1Cc2ccccc2N1C(=O)Cn1nc(C(=O)O)c2ccccc2c1=O (stereo not given),8,-1,10[fluorescence artefact?],2,0.4,24,-1,-13,16
OC1CCN(Cc2cccc3ccccc23)CC1,10,-7,-2,nt,1.1,-9,13,9,12
CC(=O)Nc1ccc(NC(=O)CC2Nc3cccc4cccc(c34)NC2=O)cc1 (stereo not given),-18,-37,nt,nt,0.5,5,3,nt,nt
CC(C)N1CCN(Cc2cc(F)ccc2-n2cccn2)CC1CCO (stereo not given),-6,35,3,nt,-0.3,13,12,-8,7
Cc1ccc(S(=O)(=O)NNC(=O)C2CCN(S(=O)(=O)c3ccc(C)cc3)CC2)cc1,-3,4,4,1,-0.3,18,0,-6,7
O=C(NO)c1ccccc1C(F)(F)F,-3,11,4,-28,-0.7,0,19,-2,2
Cc1ccc(NC(=O)CCn2c(=S)oc3ccccc32)cc1,7,-22,2,-13,-0.9,18,22,11,2
Cc1nc2c(Cl)cc(Cl)cc2[nH]1,-2,-36&-28,-3,6,0.0,1,0,2,6&17
CCc1nc(C)cn1S(=O)(=O)c1cc([N+](=O)[O-])ccc1Cl,-10,-27,1,3,-3.8,3,19,-2,8
COc1ccc2c(C)cc(=O)[nH]c2c1,-24,-13,5[fluorescence artefact?],-5,1.1,-20,0,12,4
Cn1nc(C(F)(F)F)c2cc(C(=O)NC3CC3)sc21,-4,-17,-3[fluorescence artefact?],0,0.4,0,1,2,18
COc1cccc(CC2(CO)CCN(Cc3cccn3-c3cccnc3)CC2)c1,1,-6,0,-4,0.2,-25,23,-11,5
O=C(CCCN1C(=O)CCC1=O)Nc1ccc2c(c1)OCO2,2,-6,1[fluorescence artefact?],-12,-0.2,-37,1,-2,9
COc1c(C)cccc1C(=O)Nc1ccc(N2CCOCC2)c(Cl)c1,-6,-3,-3,-1,0.0,-4,-13,-4[fluorescence artefact?],11
Cc1cccc(C(C#N)c2nc3ccccc3nc2C(F)(F)F)c1 (stereo not given),-5,nt,nt,18,-0.3,nt,0,nt,9
CN(Cc1cccnc1)Cc1cn(C)nc1-c1ccc(Oc2ccccc2)cc1,-6,-2,0,-1,0.0,7,9,2,6
O=C(CC1CCCCC1)NCc1nc(-c2ccccc2)no1,-7,8,4,-6,-0.2,0,21,3,9

# More entries follow.
SMILES,Tb hexokinase,EP2 modulator,eIF4E 4G PPI,Rad51 HR inh,zVAD death inh,m-calpain inh,Hck-Nef inh,14-3-3 Bad PPI,EP2 antag
NS(=O)(=O)c1ccc(CNC(=O)/C=C/c2c(Cl)cccc2Cl)cc1,-5,-11,-3,nt,0.7,13,0,4,nt
Cc1onc(-c2ccccc2)c1C(=O)Nc1cccc2nsnc12,-3,43,-6[fluorescence artefact?],3,-1.0,i,7,2[fluorescence artefact?],5
COC(=O)c1nn(-c2ccccc2)c(Sc2ccc(Cl)cc2)c1/C=N/O,-5,15,5,0,0.2,7,-1,-3,6
Brc1ccc2cccnc2c1,-6,0,-8,1,-0.5,12,0,4,14
CC(Oc1cccc(F)c1)C(=O)/C=C\N(C)C (stereo not given),-12,6,4,-6,-0.2,16,0,21,8
C/C(=N\OC(=O)c1ccc(Cl)c(Cl)c1)c1sc(C)nc1C,8,35,1,2,-0.3,9,-14,9,15
Cc1ccccc1NC(=S)N(CCCN1CCCCC1)Cc1ccco1,3,-1,-3,-3,0.3,-13,2,-19,8
CCOC(=O)c1nn(-c2ccc(OCC)cc2)c2nc(-c3cccc(OC)c3)c(C#N)c(=O)n12,-10,38,-2[fluorescence artefact?],23,nt,-497,1,2,7
C=CCSc1nc(C)c(Cc2cccc3ccccc23)c(=O)[nH]1,-1,42,1,12,14,-13,-8,-11,17
S=C1c2ccccc2CN1c1ccccc1,-6,20,-3[fluorescence artefact?],11,-0.4,22,4,-3,11
C/C(=N\NC(=O)C1CC1)c1cccnc1,-2,5,6[fluorescence artefact?],5,1.2,5,6,-17,4
Cc1noc(C)c1C(=O)Nc1nc(C23CC4CC(CC(C4)C2)C3)cs1,-1,-28,-3,5,0.3,-3,3,-6,8
CC[n+]1c(C)sc2c(C)cc(C)cc21,-6,-44&7,-5,-5,0.6,-5,0,2,16&9
Cc1cccc(N2C(=O)CN=C2Nc2nc(C)cc(C)n2)c1,-12,-16,2,-6,0.2,-6,1,4,13
NS(=O)(=O)c1ccc(CNC(=O)/C=C/c2ccccc2[N+](=O)[O-])cc1,-3,6,0,2,1.2,-33,29,-6,4
Cc1ccc(NC(=O)c2sc3nc(N)c(C#N)cc3c2N)cc1,0,0,-1,-15,0.5,-11,2,9[fluorescence artefact?],8
CCn1c(SCC(=O)NCC2CCCO2)nc2c(c1=O)SC(C)C2 (stereo not given),-11,12,0,-12,0.2,-14,-7,2,11
CC1(C(=O)NC2CCCCCC2)CCC(=O)N1Cc1ccc2c(c1)OCO2 (stereo not given),1,9,0,0,-0.3,-2,0,-3,4
Cc1ccc2[nH]cc(CCNC(=O)c3cccnc3)c2c1,9,-20,1,4,-0.5,-1,-15,4,7
CCOC(=O)c1c(C)n(CCO)c2ccc(O)cc12,-1,14,0,-9,0.2,-5,-5,-6,5
C=CCc1ccc(OCCOc2cccc(/C=N/n3cnnc3)c2)c(OC)c1,2,nt,nt,9,0.0,nt,-3,nt,8
Cc1ccc(-n2nnnc2SCC(=O)c2c(N)n(CC(C)C)c(=O)n(C)c2=O)cc1,-7,-1,0,-5,1.4,-15,3,9[fluorescence artefact?],9
CC(=O)Nc1cccc2c1C(=O)N(c1ccccc1C)C2=O,-9,18,2,14,2.6,-20,23,-14,7
O=C1C(=O)N(CNc2ccccn2)c2ccccc21,1,-2,-6,4,0.0,18,0,-5,3
O=C(COc1cccc2ccccc12)NNC(=O)c1cnccn1,-3,29,3[fluorescence artefact?],0,0.0,3,3,-13[fluorescence artefact?],6

# Continuation:
SMILES,Tb hexokinase,EP2 modulator,eIF4E 4G PPI,Rad51 HR inh,zVAD death inh,m-calpain inh,Hck-Nef inh,14-3-3 Bad PPI,EP2 antag
CN1CC(c2ccc(C#N)cc2)C2(COc3ccccc3C2=O)C12C(=O)Nc1ccccc12 (stereo not given),-2,45,-5,1,0.2,12,2,8,7
Cc1ccccc1OCc1n[nH]c(=S)n1Cc1ccccc1,2,19,-5,-4,-0.6,31,-3,2,3
COc1ccccc1N(C(C)=O)c1nc(C)cc(C)c1C#N,-4,33,-5,-11,0.2,15,4,3[fluorescence artefact?],16
N#Cc1c(/N=C/c2cccs2)sc2c1CCC2,-1,7,-2,-12,0.0,3,5,-4,8
C#CCNc1ccc([N+](=O)[O-])cc1,-15,5,1,14,1.8,-5,27,-15,6
Cc1nnsc1Sc1cccc(C(F)(F)F)c1,3,38,-14,2,0.0,-2,1,2,6
CCCc1cc(=O)[nH]c(SCC(=O)N2CCN(S(=O)(=O)c3ccc(Cl)cc3)CC2)n1,34,11,-2[fluorescence artefact?],3,1.3,-5,6,-8[fluorescence artefact?],8
CCn1c(SCc2ccccc2Cl)nc2ccccc21,5,28,3,3,0.2,-7,3,-11,11
C=CCNS(=O)(=O)c1ccc(OCC(=O)OCC)cc1,-1,9,10,-1,0.1,-34,1,1,7
CC(C)Cn1cnc2c(c(-c3ccccc3)c(-c3ccccc3)n2Cc2ccco2)c1=N,6,-39,0,7,0.5,0,0,-9,24
CC(C)C(=O)Nc1ccc2oc(-c3cc(F)c(F)cc3Cl)nc2c1,4,-10,4,-2,0.1,-137,5,3[fluorescence artefact?],18

# Compounds above with a Cl atom (12):
SMILES,Tb hexokinase,EP2 modulator,eIF4E 4G PPI,Rad51 HR inh,zVAD death inh,m-calpain inh,Hck-Nef inh,14-3-3 Bad PPI,EP2 antag
Cc1cc(NC(=O)c2cc(-c3ccco3)on2)nn1Cc1ccc(Cl)cc1,9,-17,-2,nt,1.8,-21,1,-3,nt
O=C(CSCCc1ccccn1)Nc1cccnc1Cl,-8,11,-2[fluorescence artefact?],-2,0.6,-10,-1,-6[fluorescence artefact?],6
CC(C)CC(=O)NC(=S)Nc1nc(-c2ccc(Cl)cc2)cs1,-12,14,7,-2,-0.2,11,-2,3,5
Cc1nc2c(Cl)cc(Cl)cc2[nH]1,-2,-36&-28,-3,6,0.0,1,0,2,6&17
CCc1nc(C)cn1S(=O)(=O)c1cc([N+](=O)[O-])ccc1Cl,-10,-27,1,3,-3.8,3,19,-2,8
COc1c(C)cccc1C(=O)Nc1ccc(N2CCOCC2)c(Cl)c1,-6,-3,-3,-1,0.0,-4,-13,-4[fluorescence artefact?],11
NS(=O)(=O)c1ccc(CNC(=O)/C=C/c2c(Cl)cccc2Cl)cc1,-5,-11,-3,nt,0.7,13,0,4,nt
COC(=O)c1nn(-c2ccccc2)c(Sc2ccc(Cl)cc2)c1/C=N/O,-5,15,5,0,0.2,7,-1,-3,6
C/C(=N\OC(=O)c1ccc(Cl)c(Cl)c1)c1sc(C)nc1C,8,35,1,2,-0.3,9,-14,9,15
CCCc1cc(=O)[nH]c(SCC(=O)N2CCN(S(=O)(=O)c3ccc(Cl)cc3)CC2)n1,34,11,-2[fluorescence artefact?],3,1.3,-5,6,-8[fluorescence artefact?],8
CCn1c(SCc2ccccc2Cl)nc2ccccc21,5,28,3,3,0.2,-7,3,-11,11
CC(C)C(=O)Nc1ccc2oc(-c3cc(F)c(F)cc3Cl)nc2c1,4,-10,4,-2,0.1,-137,5,3[fluorescence artefact?],18

# Only part of the results is shown, so the mix of outcomes need not match the whole.
